12-hLO inh: inhibitors of human 12-lipoxygenase (ALOX12). P18054. purified 12-hLO, xylenol orange hydroperoxide absorbance. Potency, µM (titrated, usually from 57.1 µM), for the others: top-dose activity change, negative = inhibition, actives largely listed as inhibitors. 150,000 tested, 0.12% active. AID 1452; active = well fitted inhibition curve with a large enough effect; inconclusive = small, poorly fitted or top-dose-only effect; also: potency is read from the fitted curve at half-maximal effect; nearly all actives have a fitted effect of over 55% in size; many of its hits are not listed in these tables
Target sequence (P18054 whole entry, looked up): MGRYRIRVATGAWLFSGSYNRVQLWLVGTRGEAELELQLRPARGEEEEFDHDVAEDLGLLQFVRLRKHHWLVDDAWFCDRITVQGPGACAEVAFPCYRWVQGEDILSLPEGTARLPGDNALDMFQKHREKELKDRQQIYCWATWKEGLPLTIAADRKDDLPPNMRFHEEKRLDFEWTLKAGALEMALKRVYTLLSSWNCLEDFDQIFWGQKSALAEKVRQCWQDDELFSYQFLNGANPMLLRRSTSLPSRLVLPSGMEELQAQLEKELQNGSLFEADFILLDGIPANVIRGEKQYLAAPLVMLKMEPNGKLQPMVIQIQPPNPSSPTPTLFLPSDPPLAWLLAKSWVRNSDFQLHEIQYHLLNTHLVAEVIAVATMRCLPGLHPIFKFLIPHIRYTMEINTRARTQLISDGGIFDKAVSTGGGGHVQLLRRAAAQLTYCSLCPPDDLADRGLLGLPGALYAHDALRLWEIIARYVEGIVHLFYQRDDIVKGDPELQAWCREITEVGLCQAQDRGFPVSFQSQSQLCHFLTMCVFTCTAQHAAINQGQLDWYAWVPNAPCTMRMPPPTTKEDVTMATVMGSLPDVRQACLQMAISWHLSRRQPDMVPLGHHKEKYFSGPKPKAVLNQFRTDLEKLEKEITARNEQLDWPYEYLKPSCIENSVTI
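Hydroperoxide output read as Fe(III)-xylenol orange absorbance, 573-to-405 nm ratio, after 30 min reaction with 40 uM arachidonic acid. Enzyme: 150 nM purified human 12hLO, 15 min compound preincubation; 25 mM Hepes pH 7.0, room temperature.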
IMPase inh: IMPase inhibition in cells | P97697 | CHO-M1 cells, IP1 accumulation, HTRF TR-FRET ratio | inhibition (IP1 accumulation), % at 46.1 µM | 120,000 tested, under 10 active | AID 901; active = well fitted curve in the direction sought with a large enough effect in the signal ratio, not every such curve was filed as active; inconclusive = small, poorly fitted or top-dose-only effect, or a change in a side signal; inactive = no such curve, though single readings can be large or run the other way; the % refers to the signal ratio;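 also: cells stimulated with carbachol in lithium chloride buffer; plate controls were DMSO basal wells for no effect and reference inhibitor wells for full effect; higher means more IMPase inhibition seen as more IP1 and lower FRET ratio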
Target sequence (P97697 whole entry, looked up): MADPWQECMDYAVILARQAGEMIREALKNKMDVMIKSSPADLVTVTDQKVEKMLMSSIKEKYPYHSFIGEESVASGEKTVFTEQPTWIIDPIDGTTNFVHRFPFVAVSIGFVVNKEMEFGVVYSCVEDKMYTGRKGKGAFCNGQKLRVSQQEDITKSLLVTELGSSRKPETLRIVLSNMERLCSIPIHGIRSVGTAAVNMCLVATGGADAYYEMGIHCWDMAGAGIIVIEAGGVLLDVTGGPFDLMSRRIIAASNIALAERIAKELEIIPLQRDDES
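Seeded CHO-M1 cells were dosed with compound at up to 46 uM, stimulated with carbachol for 30 min, then lysed in IP-One detection reagents. Higher IP1 lowers the TR-FRET signal.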
Starred values were filed as active, the others as inactive; ? = inconclusive; · = not tested or not shown; & = joins results of further samples; [ ] = dose if it differs, or a comment. Unless noted, % is scaled to controls: 0 for no effect and ±100 for the full control effect. Not all compounds are listed; the hit share may differ from the screen's.

SMILES | 12-hLO inh | IMPase inh
COc1ccc(C2=C(Nc3ccc(Br)c(C)c3)c3ccccc3C2=O)cc1 | · | 12
CCOC(=O)C1CCCN(CCC(=O)Nc2ccc(OC)cc2OC)C1 (stereo not drawn) | · | 1
Cc1cccc(-c2c3c(=O)n(C)c(=O)n(C)c3c3c(C)nc4ccccc4n23)c1 | · | 9
COc1ccc(C(=O)Nc2cc(NC(=O)c3ccco3)ccc2OC)cc1Cl | · | ?
Cc1ccn2c(Nc3ccc(C(C)C)cc3)c(-c3cccs3)nc2c1 | · | -4
COc1ccc(-c2nc(SCC(=O)NC3CCCC3)c(-c3ccccc3)[nH]2)cc1OC | · | 6
COc1ccc(C2CC(=O)c3c([nH]c(C(=O)OC4CCCCCC4)c3C)C2)cc1 (stereo not drawn) | · | 11
COc1cc(C(=O)Nc2ccc3nn(-c4ccc(F)cc4)nc3c2)cc(OC)c1OC | · | 0
Cn1c(Oc2ccc(F)cc2)nc2c1c(=O)n(Cc1ccccc1Cl)c(=O)n2C | · | 19
Cc1ccc(C(=O)CC2(O)C(=O)N(CCc3ccccc3)c3ccc(Br)cc32)cc1 (stereo not drawn) | · | 4
O=C(/C=C/c1ccco1)Nc1ccc(Cl)c(-c2nc3cc(Cl)ccc3o2)c1 | · | -9
COc1ccc(-c2cc(C(F)F)n3ncc(C(=O)Nc4cc(OC)ccc4OC)c3n2)cc1 | · | 14
CC1CCc2c(sc(NC(=O)c3ccccc3)c2C(=O)Nc2ccccc2)C1 (stereo not drawn) | · | -5
O=C(Nc1ccc2oc(-c3ccc4ccccc4c3)nc2c1)c1cc(Br)ccc1Cl | · | -4
COC(=O)CSc1nc2sc3c(c2c(=O)n1Cc1ccccc1)CCC(C(C)(C)C)C3 (stereo not drawn) | · | -4
CCCCc1ccc(NC(=O)CSc2nc3ccccc3nc2N2CCCCC2)cc1 | · | -2
CCOc1ccccc1C(=O)Nc1cc2c(cc1N1CCOCC1)n(C)c(=O)n2C | · | -4
Cc1cccn2c(Nc3ccccc3)c(-c3cccs3)nc12 | · | 7
COc1ccc(OC)c(NC(=O)CCc2nc(-c3ccc(C)cc3)no2)c1 | · | 1
Cc1ccc(-c2nc3ncccc3o2)cc1NC(=O)c1ccc(-c2cccc(Cl)c2C)o1 | · | -4
O=C(NCc1ccccc1Cl)C1CCC(CNS(=O)(=O)c2ccc(Br)s2)CC1 (stereo not drawn) | · | -1
CCOC(=O)c1c(NC(=O)c2cc(OC)c(OC)c(OC)c2)sc2c1CCCC2 | · | -11
COC(=O)CCC(=O)OC1(C)C(=O)C=C2C=C(C3CC3)N(CCN3CCOCC3)C=C2C1=O (stereo not drawn) | -4%[11.4 µM] | ·
CCN1C(=O)N[C@@H](c2cccs2)C(C(=O)OC)=C1C | 1%[11.4 µM] | ·
NCCC[C@@H](CC(=O)N[C@@H]1CCCC[C@H]1C(=O)N[C@H](CC(=O)N[C@@H](CCC(=O)O)CC(=O)O)Cc1ccccc1)NC(=O)C[C@H](Cc1c[nH]c2ccccc12)NC(=O)[C@@H]1CCCC[C@H]1N | 1% | ·

(further entries)
SMILES | 12-hLO inh | IMPase inh
CCC(=O)OC1(C)C(=O)C=C2C=C(CCCCNC(=O)OC(C)(C)C)OC=C2C1=O (stereo not drawn) | -3% | ·
CCCCC[C@H](O)/C=C/[C@@H]1[C@H](C/C=C\CCCC(=O)O)[C@@H](O)C[C@H]1O | 1% | ·
CCCCCCCCC#CCC#CCC#CCCCC(=O)O | -3% | ·
CCOC(=O)CCCNC(=O)N1CCc2nc(-c3ccccc3)c3c(c2C1)CO[C@@H](C)C3 | 1%[11.4 µM] | ·
CCOC(=O)CNc1oc(-c2ccccc2)nc1-c1ccccc1 | -1% | ·
COCCN1C(=O)N[C@@H](c2cccc(F)c2)C(C(=O)OC)=C1C | 7%[11.4 µM] | ·
COC(=O)C1=C(C(=O)OC)[C@@H]2Nc3ccccc3[C@@]23C[C@@H](C(=O)OC)N=C3N1 | 3%[11.4 µM] | ·
COC(=O)CCC(=O)OC1(C)C(=O)C2=CN(CCc3ccccn3)C(c3ccc(OC)cc3)=CC2=C(Br)C1=O (stereo not drawn) | 0%[11.4 µM] | ·
C=CCN1C=C2C(=O)C(C)(OC(=O)c3cnc4ccccc4n3)C(=O)C=C2C=C1/C=C/COC (stereo not drawn) | 1%[11.4 µM] | ·
CCCCC1=CC2=CC(=O)C(C)(OC(=O)CC)C(=O)C2=CN1c1ccncc1 (stereo not drawn) | 0%[11.4 µM] | ·
CCCCC1=CC2=C(c3ccco3)C(=O)C(C)(OC(=O)c3ccc(OC)cc3)C(=O)C2=CN1CCN1CCOCC1 (stereo not drawn) | -12%[11.4 µM] | ·
C=CCN1c2ccccc2[C@]23C[C@@H](C(=O)OC)N(S(=O)(=O)c4ccc(C(F)(F)F)cc4)C2=NC(C(=O)OC)=C(C(=O)OC)[C@H]13 | 1%[11.4 µM] | ·
CN(C)CCNC(=O)c1ccc(-n2c(=O)c(=O)[nH]c3ccccc32)cc1 | -3% | ·
CCCCC/C=C\C/C=C\C/C=C\CCCCCCC(=O)NCCc1ccc(O)c(O)c1 | -20% | ·
COC(=O)C1=C(C(=O)OC)[C@@H]2N(C)c3ccc(OC)cc3[C@@]23C[C@@H](C(=O)OC)N(C(=O)c2cc(C)oc2C)C3=N1 | 2%[11.4 µM] | ·
CC(C)C[C@@H](CC(=O)N[C@H](CC(=O)N[C@@H]1CCNC[C@H]1C(=O)N[C@H](CC(=O)N[C@@H](CCC(=O)O)CC(=O)O)CC(C)C)C(C)C)NC(=O)[C@@H]1CNCC[C@H]1N | 0% | ·
CCCCC1=CC2=CC(=O)C(C)(OC(=O)CC)C(=O)C2=CN1C1CCCCC1 (stereo not drawn) | 5%[11.4 µM] | ·
C=CCN1c2ccccc2[C@]23C[C@@H](C(=O)OC)N(S(=O)(=O)CCCC)C2=NC(C(=O)OC)=C(C(=O)OC)[C@H]13 | -2%[11.4 µM] | ·
COC(=O)NC(CCc1ccccc1)C(C(C)=O)C(=O)OC (stereo not drawn) | 3% | ·
CC(C)[C@@H](CC(=O)N[C@@H]1CCCC[C@H]1C(=O)N[C@H](CC(=O)N[C@@H](CCC(=O)O)CC(=O)O)Cc1ccccc1)NC(=O)C[C@H](Cc1ccccc1)NC(=O)[C@@H]1CCCC[C@H]1N | 0% | ·
CC(C)C[C@@H](CC(=O)N[C@@H](CCC(=O)O)CC(=O)O)NC(=O)[C@@H]1CNCC[C@H]1NC(=O)C[C@H](CCCN)NC(=O)C[C@H](Cc1ccccc1)NC(=O)[C@@H]1CCCC[C@H]1N | 4% | ·
COC(=O)C1=C(C(=O)OC)[C@@H]2Nc3ccccc3[C@@]23C[C@@H](C(=O)OC)N(S(=O)(=O)c2cccs2)C3=N1 | 0%[11.4 µM] | ·
CCCCC[C@H](O)/C=C/[C@@H]1[C@@H](C/C=C\CCCC(=O)O)[C@H](O)C[C@H]1O | 3% | ·
COC(=O)CCC(=O)OC1(C)C(=O)C=C2C=C(c3ccc(C#N)cc3)OC=C2C1=O (stereo not drawn) | -1%&-1% | ·
C[C@H]1Cc2c(-c3ccccc3)nc3c(c2CO1)CN(C(=O)Nc1cccc(C#N)c1)CC3 | -1%[11.4 µM] | ·

Random excerpt: 6 entries already listed.
SMILES | 12-hLO inh | IMPase inh
COC(=O)C1=C(C(=O)OC)[C@@H]2Nc3ccccc3[C@@]23C[C@@H](C(=O)OC)N=C3N1 | 3%[11.4 µM] | ·
CCCCC[C@H](O)/C=C/[C@@H]1[C@H](C/C=C\CCCC(=O)O)[C@@H](O)C[C@H]1O | 1% | ·
COC(=O)CCC(=O)OC1(C)C(=O)C2=CN(CCc3ccccn3)C(c3ccc(OC)cc3)=CC2=C(Br)C1=O (stereo not drawn) | 0%[11.4 µM] | ·
COC(=O)CCC(=O)OC1(C)C(=O)C=C2C=C(c3ccc(C#N)cc3)OC=C2C1=O (stereo not drawn) | -1%&-1% | ·
COC(=O)C1=C(C(=O)OC)[C@@H]2Nc3ccccc3[C@@]23C[C@@H](C(=O)OC)N(S(=O)(=O)c2cccs2)C3=N1 | 0%[11.4 µM] | ·
CCOC(=O)CNc1oc(-c2ccccc2)nc1-c1ccccc1 | -1% | ·

(list continues)
SMILES | 12-hLO inh | IMPase inh
COC(=O)CCCC1=CC2=CC(=O)C(C)(OC(=O)c3cccs3)C(=O)C2=CN1CCc1ccccn1 (stereo not drawn) | 0%[11.4 µM] | ·
CC(C)C[C@@H](CC(=O)N[C@@H](CCC(=O)O)CC(=O)O)NC(=O)[C@@H]1CNCC[C@H]1NC(=O)C[C@@H](NC(=O)C[C@H](Cc1ccccc1)NC(=O)[C@@H]1CCCC[C@H]1N)C(C)C | 2% | ·
Nc1ccccc1C(=O)/C=C/c1ccccc1 | -5% | ·
CCOC(=O)CN1C(=O)N(CC)C(C)=C(C(=O)OC)[C@@H]1c1ccccc1 | 7%[11.4 µM] | ·
CCCCC1=CC2=CC(=O)C(C)(OC(=O)C3CCCC3)C(=O)C2=CO1 (stereo not drawn) | -2% | ·
COc1ccc(-c2nc3c(c4c2C[C@H](c2ccccc2)OC4)CN(C(=O)NCCc2c[nH]c4ccccc24)CC3)c(C)c1 | 0%[11.4 µM] | ·
CCCCC1=CC2=C(c3ccco3)C(=O)C(C)(OC(=O)c3ccc(OC)cc3)C(=O)C2=CN1C1CCCCC1 (stereo not drawn) | -7%[11.4 µM] | ·
NCCC[C@@H](CC(=O)N[C@@H]1CCCC[C@H]1C(=O)N[C@H](CC(=O)N[C@@H](CCC(=O)O)CC(=O)O)Cc1c[nH]c2ccccc12)NC(=O)C[C@H](Cc1ccccc1)NC(=O)[C@@H]1CNCC[C@H]1N | -6% | ·
CCOc1ccc(NS(=O)(=O)c2ccc(C)c(C(=O)O)c2)cc1 | -2% | ·
COC(=O)C(C(C)=O)C1c2ccccc2C=C(C)N1C(=O)OC (stereo not drawn) | 4%[11.4 µM] | ·
C[C@@H](O)CCC[C@H](O)/C=C/[C@@H]1[C@@H](C/C=C\CCCC(=O)O)[C@@H](O)C[C@H]1O | 0% | ·
CC(C)C[C@@H](CC(=O)N[C@@H](CCC(=O)O)CC(=O)O)NC(=O)[C@@H]1CNCC[C@H]1NC(=O)C[C@H](CCCN)NC(=O)C[C@H](Cc1c[nH]c2ccccc12)NC(=O)[C@@H]1CNCC[C@H]1N | -2% | ·
COC(=O)CC1c2ccccc2C(Cc2ccc(OC)cc2)C(C)N1C(=O)OC (stereo not drawn) | 0%[11.4 µM] | ·
COc1cccc(CC(=O)N2CCc3nc(-c4ccccc4)c4c(c3C2)CO[C@@H](C)C4)c1 | 0%[11.4 µM] | ·
CCN1C(=O)N(C)[C@@H](c2ccccc2)C(C(C)=O)=C1C | 0%[11.4 µM] | ·
C[C@H]1/C=C\CC(=O)NCc2cccc(c2)CNC(=O)N[C@H]1c1ccccc1 | 2% | ·
CC1(OC(=O)CCc2ccccc2)C(=O)C=C2C=C(c3ccc(C#N)cc3)N(Cc3ccco3)C=C2C1=O (stereo not drawn) | -2%[11.4 µM] | ·
CCCCC1=CC2=CC(=O)C(C)(OC(=O)CC)C(=O)C2=CN1c1ccc(OC)cc1 (stereo not drawn) | 1%[11.4 µM] | ·

Profiles, quoted from the list. Order of values: 12-hLO inh, IMPase inh
COC(=O)C(C(C)=O)C1c2ccccc2C=C(C)N1C(=O)OC (stereo not drawn) across the screens: 4%[11.4 µM], ·
CCN1C(=O)N(C)[C@@H](c2ccccc2)C(C(C)=O)=C1C across the screens: 0%[11.4 µM], ·

Source: PubChem
